Screening data (PubChem BioAssay)
PKA kinase inh: PKA (human) kinase inhibition | P17612 | PKA Kemptide phosphorylation, Kinase-Glo ATP luminescence | inhibition, % at 6 µM | 65,000 tested, 0.1% active | AID 524;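 active = inhibition above the screen-wide mean inhibition plus 3 SD, cut at about 21% in these data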; also: many of its hits are not listed in these tables
Hsp90 inh: displaces geldanamycin probe from tumor Hsp90. P07900. NCI-N417 lysate Hsp90, Cy3B-geldanamycin FP displacement. inhibition, % at 30 µM. 64,000 tested, 0.35% active. AID 429;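 active = inhibition above 50%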;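 also: 0% = tracer plus lysate wells and 100% = tracer alone without lysate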
ROCK2 inh: blocks human Rho kinase 2 activity; O75116; purified ROCK2, Kinase-Glo ATP depletion luminescence; inhibition, % at 6 µM; 60,000 tested, 0.35% active; AID 604;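 active = inhibition above the screen-wide mean inhibition plus 3 SD, cut at about 18% in these data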;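 also: plate controls were DMSO wells for no effect and Y-27632 control wells after no-enzyme background subtraction for full effect; many of its hits are not listed in these tables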
Target sequence (O75116 whole entry, looked up): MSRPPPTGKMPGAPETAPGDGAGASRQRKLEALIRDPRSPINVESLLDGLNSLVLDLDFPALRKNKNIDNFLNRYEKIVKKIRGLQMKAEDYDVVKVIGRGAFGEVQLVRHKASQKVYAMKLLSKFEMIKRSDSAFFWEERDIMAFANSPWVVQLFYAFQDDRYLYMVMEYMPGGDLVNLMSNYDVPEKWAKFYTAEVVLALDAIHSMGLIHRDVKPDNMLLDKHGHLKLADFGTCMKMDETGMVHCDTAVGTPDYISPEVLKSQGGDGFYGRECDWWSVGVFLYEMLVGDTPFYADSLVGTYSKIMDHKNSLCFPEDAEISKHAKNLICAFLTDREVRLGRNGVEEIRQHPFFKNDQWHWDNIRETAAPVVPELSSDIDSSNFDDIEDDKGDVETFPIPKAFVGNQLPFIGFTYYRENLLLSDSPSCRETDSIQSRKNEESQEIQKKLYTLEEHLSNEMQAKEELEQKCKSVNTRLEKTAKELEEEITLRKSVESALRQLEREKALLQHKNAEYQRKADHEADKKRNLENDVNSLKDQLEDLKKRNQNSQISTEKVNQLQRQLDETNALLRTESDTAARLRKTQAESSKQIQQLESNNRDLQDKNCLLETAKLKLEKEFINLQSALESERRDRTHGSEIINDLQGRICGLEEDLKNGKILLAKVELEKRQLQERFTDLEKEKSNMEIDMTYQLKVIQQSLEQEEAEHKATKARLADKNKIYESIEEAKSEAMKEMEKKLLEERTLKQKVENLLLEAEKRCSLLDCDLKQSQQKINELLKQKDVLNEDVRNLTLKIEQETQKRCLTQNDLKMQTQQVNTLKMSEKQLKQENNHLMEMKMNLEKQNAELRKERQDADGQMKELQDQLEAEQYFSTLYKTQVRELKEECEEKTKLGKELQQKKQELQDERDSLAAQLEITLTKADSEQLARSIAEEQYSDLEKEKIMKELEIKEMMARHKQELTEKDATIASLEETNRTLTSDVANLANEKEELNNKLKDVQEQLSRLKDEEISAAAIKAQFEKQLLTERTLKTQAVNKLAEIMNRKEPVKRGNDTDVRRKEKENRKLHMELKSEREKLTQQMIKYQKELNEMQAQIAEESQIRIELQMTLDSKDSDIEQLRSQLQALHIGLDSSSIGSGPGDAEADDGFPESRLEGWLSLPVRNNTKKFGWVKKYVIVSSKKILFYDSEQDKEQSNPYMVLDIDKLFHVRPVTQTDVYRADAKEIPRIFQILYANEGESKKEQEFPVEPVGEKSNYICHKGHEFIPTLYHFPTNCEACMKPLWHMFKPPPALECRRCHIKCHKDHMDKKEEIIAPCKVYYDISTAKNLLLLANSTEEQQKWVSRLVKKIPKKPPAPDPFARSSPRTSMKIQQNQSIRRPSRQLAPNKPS
Abs 340nm: absorbance at 340 nm | compound absorbance at 340 nm, fold over control | fold change at 10 µM | 65,000 tested, under 10 active | AID 708;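 active = at 10 µM dose, initial 340 nm absorbance at least 2 fold that of control wells; inactive = change under 2 fold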;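 also: initial absorbance extrapolated from kinetic A340 decline of NADH oxidation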
HER2 expr 66K: lowers expression of human Her2 kinase. SKBR-3 HER2 protein level, AlphaScreen, 18-24 h; hits give low values. HER2 level % of control, % at 10 µM. 65,000 tested, 0.69% active. AID 645;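 active = HER2 level under 5% of the carrier-only control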;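 also: 100% = DMSO carrier and 0% = 500 nM PU-H71 HSP90 inhibitor; lower value means stronger loss of Her2 protein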
DUSP1 inh: inhibitors of human MKP-1 phosphatase; recombinant MKP-1, OMFP hydrolysis fluorescence; inhibition, %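 (compounds tested at a single concentration somewhere between 10 and 100 µM)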; 65,000 tested, 0.15% active;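 active = inhibition above about 50%, limit read from the data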;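 also: 0% = DMSO max control wells and 100% = wells with enzyme stopped by NaOH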
Cdc25B inh: human M-phase inducer phosphatase 2 inhibition; P30305; recombinant Cdc25B, OMFP fluorescence Ex485/Em525; inhibition, %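 (compounds tested at 10 µM final in the well)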; 65,000 tested, 0.1% active; in the data active = inhibition above about 50%
JNK3 inh: inhibitors of human JNK3 kinase; AID 746; P53779; purified JNK3 kinase activity, HTS; 60,000 tested, 0.61% active; inhibition, % at 8 µM; in the data active = inhibition above about 17%;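 also: 0% = DMSO and 100% = reference inhibitor; many of its hits are not listed in these tables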
Fluor 339 460: intrinsic fluorescence of library compounds, ex339/em460 – biochemical, MLSMR library, data from DPM-DC assay, artefact control, profiling panel; compound autofluorescence, ex339/em460 nm, NADH buffer; hits give high values; 1 = no-compound wells, NADH background; 65,000 tested, 5.5% active; fluorescence fold increase at 10 µM; AID 709;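 active = at 10 µM, mean starting fluorescence two-fold or more over control wells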;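 also: signal is the first read of a kinetic run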
Active calls of the source: *; . = no result given.

SMILES | PKA kinase inh | Hsp90 inh | ROCK2 inh | Abs 340nm | HER2 expr 66K | DUSP1 inh | Cdc25B inh | JNK3 inh | Fluor 339 460
O=C(O)c1sccc1S(=O)(=O)c1ccccc1 | -2 | 1 | 4 | 0.99 | 88 | 16 | 1 | 0 | 1.1
COc1ccc(OC)c(S(=O)(=O)Nc2ccc(CC(=O)O)cc2)c1 | 11 | 1 | 5 | 0.97 | 91 | -4 | -10 | 4 | 1.1
O=C(Cc1cccs1)Nc1nc(-c2ccccc2)cs1 | 9 | -6 | 3 | 0.99 | 107 | 6 | 3 | 0 | 1.1
CCOC(=O)N1CCN(C(=O)c2ccc(NC(=O)c3ccc(C)cc3)cc2)CC1 | 8 | -7 | 2 | 1 | 98 | 42 | -3 | -1 | 1.1
CCOC(=O)C1=C(C)NC(C)=C(C(=O)OCC)C1c1nc2ccccc2[nH]1 | 5 | . | . | 1.1 | . | 5 | -14 | . | 1.4
Cc1ccc(SCC(=O)N2CCCC2)cc1 | -1 | -1 | 5 | 1 | 107 | 7 | 27 | 0 | 1.1
O=C(c1cccc(Cl)c1)N1CCN(C(=O)c2ccccc2F)CC1 | 3 | 0 | -6 | 1 | 109 | -22 | -14 | 0 | 1.1
COc1cc(NC(=O)Cc2ccc(Cl)cc2)ccc1NC(=O)c1ccco1 | 9 | 1 | 2 | 0.99 | 90 | -2 | -21 | 6 | 1
Cc1ccc(C(C(=O)NCc2ccco2)N(CC2CCCO2)C(=O)Cn2nnc3ccccc32)cc1 (stereo not drawn) | 13 | -5 | 4 | 0.99 | 71 | 5 | -15 | 10 | 0.88
Cc1ccc(O)c(C(CC(=O)N2CCCC2)c2ccccc2)c1 (stereo not drawn) | . | 0 | . | 1 | 108 | 2 | -17 | . | 1
CN1C(=O)C2(NCCc3c2[nH]c2ccccc32)c2ccccc21 (stereo not drawn) | 8 | 0 | 5 | 0.98 | 77 | -4 | 3 | 2 | 1.1
CCC/C(O)=C1\C(=O)CC(C)(C)CC1=Nc1ccccc1OC | -1 | -5 | 5 | 1.1 | 81 | 8 | -6 | -4 | 1
COc1cccc(C(=O)Nc2cccc(-c3nnc(-c4ccccc4)o3)c2)c1 | -1 | 1 | -2 | 1.1 | 79 | 10 | -9 | 13 | 1.1
COc1ccc(N2C(=O)C3CCCN3C2c2ccccc2)cc1Cl (stereo not drawn) | 10 | 2 | 8 | 1 | 122 | 6 | 8 | -1 | 1.1
O=C(Nc1ccccc1C(F)(F)F)c1ccc(F)c(S(=O)(=O)N2CCOCC2)c1 | 1 | 0 | . | 1.1 | 75 | 6 | -5 | . | 1.1
N#Cc1nc(-c2ccc(Cl)cc2)oc1N1CCCCC1 | -1 | -2 | -7 | 1.1 | 208 | -20 | 17 | 12 | 2.4*
CCc1nnc(NC(=O)Cn2nc(-c3ccccc3OC)ccc2=O)s1 | 6 | 0 | 4 | 0.99 | 96 | -13 | -4 | 5 | 1.1
CCC(=O)Oc1ccc2c(C)c(Cl)c(=O)oc2c1 | -1 | -1 | 2 | 1.1 | 82 | 12 | 6 | -1 | 2.2*
COc1ccc(OCCCSc2ncccn2)cc1 | 2 | -5 | -2 | 1.1 | 92 | -4 | -3 | -4 | 1.1
O=C(CCN1C(=O)C2C3C=CC(C3)C2C1=O)NCC1CCCO1 (stereo not drawn) | 7 | 0 | 4 | 1 | 101 | 4 | -10 | -4 | 1.1
Nc1nonc1/C(=N/O)N1CCCC1 | 4 | 0 | 5 | 1.1 | 127 | 21 | 8 | -8 | 1.1
COC(=O)c1ccc(N2CCOCC2)c(NC(=O)Nc2cccc(OC)c2)c1 | 12 | 0 | 5 | 1 | 75 | 13 | -18 | -6 | 1.1
COc1cccc(-c2nc(CS(=O)(=O)CC(=O)NCCCOC(C)C)c(C)o2)c1 | -6 | 1 | -2 | 1 | 107 | 28 | -5 | 1 | 1.2
CC(C(=O)NCc1ccc2c(c1)OCO2)N1c2cccc3cccc(c23)S1(=O)=O (stereo not drawn) | 3 | -3 | 3 | 0.99 | 127 | -1 | -10 | 8 | 1.6
Cc1cc(C)n(CCCNCC(O)c2ccccc2)n1 (stereo not drawn) | 5 | -2 | 8 | 1.1 | 117 | -9 | -5 | -2 | 1.1

Some of the entries so far, comma-delimited.
mol,PKA kinase inh,Hsp90 inh,ROCK2 inh,Abs 340nm,HER2 expr 66K,DUSP1 inh,Cdc25B inh,JNK3 inh,Fluor 339 460
O=C(O)c1sccc1S(=O)(=O)c1ccccc1,-2,1,4,0.99,88,16,1,0,1.1
COc1ccc(OC)c(S(=O)(=O)Nc2ccc(CC(=O)O)cc2)c1,11,1,5,0.97,91,-4,-10,4,1.1
O=C(Cc1cccs1)Nc1nc(-c2ccccc2)cs1,9,-6,3,0.99,107,6,3,0,1.1
CCOC(=O)N1CCN(C(=O)c2ccc(NC(=O)c3ccc(C)cc3)cc2)CC1,8,-7,2,1,98,42,-3,-1,1.1
CCOC(=O)C1=C(C)NC(C)=C(C(=O)OCC)C1c1nc2ccccc2[nH]1,5,.,.,1.1,.,5,-14,.,1.4
Cc1ccc(SCC(=O)N2CCCC2)cc1,-1,-1,5,1,107,7,27,0,1.1
O=C(c1cccc(Cl)c1)N1CCN(C(=O)c2ccccc2F)CC1,3,0,-6,1,109,-22,-14,0,1.1
COc1cc(NC(=O)Cc2ccc(Cl)cc2)ccc1NC(=O)c1ccco1,9,1,2,0.99,90,-2,-21,6,1
Cc1ccc(C(C(=O)NCc2ccco2)N(CC2CCCO2)C(=O)Cn2nnc3ccccc32)cc1 (stereo not drawn),13,-5,4,0.99,71,5,-15,10,0.88
Cc1ccc(O)c(C(CC(=O)N2CCCC2)c2ccccc2)c1 (stereo not drawn),.,0,.,1,108,2,-17,.,1

More compounds follow:
SMILES | PKA kinase inh | Hsp90 inh | ROCK2 inh | Abs 340nm | HER2 expr 66K | DUSP1 inh | Cdc25B inh | JNK3 inh | Fluor 339 460
O=C(O)Cn1nc(C(F)(F)F)c2c1CCCCC2 | 11 | 0 | 2 | 0.97 | 99 | -7 | 11 | 0 | 1.1
Cc1cc2ncn(C3CC(=O)N(Cc4ccc(N5CCCC5=O)cc4)C3=O)c2cc1C (stereo not drawn) | 5 | -2 | -1 | 1 | 110 | 7 | -33 | 4 | 1.1
COC(=O)c1sc(NC(=O)c2oc3ccccc3c2C)nc1C | 5 | 1 | 2 | 1 | 55 | 12 | 27 | -4 | 1.5
Cc1ccc2[nH]c(=O)c(CN(Cc3cccnc3)C(=O)c3ccncc3)cc2c1 | -2 | -3 | -2 | 1.1 | 91 | -8 | 1 | -5 | 1.6
CCCCC(=O)Nc1ccc(NC(=O)c2ccccc2OC)cn1 | 10 | -1 | 4 | 1.1 | 86 | -4 | -13 | -1 | 1.1
CCOC(=O)c1nnc2cc(-c3ccc(Br)cc3)nn2c1C | -4 | -1 | -1 | 1 | 104 | 4 | -9 | 7 | 1.2
CC1CCc2c(C(=O)NCC3CCCO3)csc2C1 (stereo not drawn) | -1 | -4 | 4 | 0.98 | 86 | 7 | -12 | 4 | 1.1
CC(NC(=O)c1ccncc1)C(c1cccs1)N1CCOCC1 (stereo not drawn) | 0 | -3 | -8 | 1 | 96 | 11 | -2 | -6 | 1
CCOc1ccccc1NC1c2ccccc2C(=O)N1c1cccnc1 (stereo not drawn) | 7 | -3 | 4 | 0.98 | 92 | -1 | -14 | 8 | 1.1
C=CCn1c(=N)c(C(=O)OCC)cc2c(=O)n3cccc(C)c3nc21 | 3 | -2 | 4 | 1.1 | 69 | -24 | 13 | -11 | 2.3*
Cc1cc(C(=O)Nc2cccc(C(=O)O)c2)oc1C | -1 | -8 | 0 | 1 | 110 | -3 | -5 | 8 | 1.1
COc1ccc(C(C)C)cc1S(=O)(=O)NCc1ccccn1 | 6 | 1 | 5 | 1.1 | 91 | 4 | -6 | -3 | 1.1
COc1ccc(C(=O)c2cnc(C(C)C)n2C)cc1 | 6 | 0 | 4 | 1.1 | 95 | -5 | -7 | 11 | 1.1
CCOC(=O)N1CCC(NC(=O)CN2C(=O)CSc3nc(C)cc(C)c32)CC1 | 4 | -2 | 0 | 1.1 | 77 | 6 | 2 | -1 | 1.1
Cc1onc(-c2ccccc2Cl)c1C(=O)NCc1nc(-c2ccccc2)no1 | 5 | -1 | -2 | 1 | 104 | 15 | -22 | -4 | 1.1
CCC(C)c1ccccc1NC(=O)c1cccnc1 (stereo not drawn) | -5 | -2 | . | 1 | 86 | -7 | -8 | . | 1.1
CC1CCN(C(=O)Cc2nn(C)c(=O)c3ccccc23)CC1 | 12 | -1 | 2 | 1 | 85 | -2 | -8 | 2 | 1.1
CCOc1ccc(OCC)c(NC(=O)CN(C)S(=O)(=O)c2cnc[nH]2)c1 | 1 | 4 | 4 | 1 | 92 | -3 | 5 | 2 | 1.1
CSc1nc2nc3c(c(=O)n2[nH]1)CN(Cc1ccccc1)CC3 | 10 | 0 | 8 | 0.98 | 98 | 8 | -11 | 3 | 1.1
COc1cccc(-n2c(SCC(=O)N3CCCC3)nc3c([nH]c4ccccc43)c2=O)c1 | 11 | -5 | 8 | 1 | 113 | -3 | -5 | -5 | 1.1
Cc1ccc2cc(CN(Cc3ccco3)S(=O)(=O)c3c(C)ccc4nsnc34)c(=O)[nH]c2c1 | 6 | -4 | 3 | 1 | 56 | 14 | -5 | 2 | 1.1
Cc1cccc(S(=O)(=O)C(C#N)c2nc3ccccc3nc2N2CC(C)OC(C)C2)c1 (stereo not drawn) | 8 | -1 | 7 | 1.1 | 72 | 21 | 9 | -3 | 1.6
COCCn1c(SCC(=O)N(C(C)C)C(C)C)nnc1-c1cc2ccccc2cc1O | 5 | -4 | . | 1 | 95 | 8 | 3 | . | 1.1
COc1cccc(C(=O)OCn2nnc3ccccc3c2=O)c1OC | -8 | -3 | -3 | 0.97 | 114 | 2 | 4 | 4 | 1.1
CCn1c(O)c(C=NCCN2CCOCC2)sc1=S | 0 | 1 | 5 | 1.1 | 89 | 0 | 5 | 2 | 1
The list goes on.
SMILES | PKA kinase inh | Hsp90 inh | ROCK2 inh | Abs 340nm | HER2 expr 66K | DUSP1 inh | Cdc25B inh | JNK3 inh | Fluor 339 460
O=C(Cc1c(O)c2ccccc2[nH]c1=O)OC1CCCCC1 | -3 | -4 | 0 | 1.1 | 144 | 11 | 5 | -3 | 1.1
O=c1cc[nH]c2cccc(Cc3ccccc3)c12 | 6 | -2 | 2 | 1 | 163 | 17 | -13 | 9 | 1.1
CC(=O)Nc1nc(COc2ccccc2)cs1 | 3 | -1 | 8 | 1 | 110 | 8 | -10 | -3 | 1.1
Cc1nc2nc(-c3cccs3)cn2nc1C | 1 | -13 | -6 | 1 | 85 | -10 | -5 | 4 | 3.7*
CCOc1ccccc1NS(=O)(=O)c1c(C)noc1C | 6 | 0 | 1 | 0.99 | 85 | -8 | -15 | -6 | 1.1
CC(C)CNC(=O)c1cc(-c2ccc(Br)cc2)on1 | -2 | -1 | 6 | 0.99 | 89 | 2 | -3 | -2 | 1.1
CC(C)(C)OC(=O)N1CCNc2ccccc2C1 | 10 | 3 | 6 | 0.98 | 96 | 29 | 1 | -1 | 1.1

Not all compounds are listed. The share of hits here may be higher or lower than overall.
